Source: PubChem
RXFP1 agonist: agonists of human relaxin receptor RXFP1 | HEK293T-RXFP1 cAMP TR-FRET, 30 min; response scale: percent of porcine relaxin response, buffer zero | actives 0.3% (n = 370,000) | Q9HBX9 | Potency, µM (series often up to 57.5 µM), for the others: top-dose activation, hits mostly activators; also: potency is read from the fitted curve at half-maximal effect; % is scaled to controls: 0 for no effect and ±100 for the full control effect; nearly all actives have a fitted effect of over 60% in size; many of its hits are not listed in these tables
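cAMP rise read by TR-FRET after 30 min, 37C compound exposure (up to 58 uM) in RXFP1-transfected HEK293 cells with Ro 20174 present. EC50 from Hill-equation fits, with 29 nM porcine relaxin as 100% and buffer as basal.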
Glioma ERSR ind: ER stress response induction in glioma; U87-MG GRP78 promoter luciferase reporter, 16 h; AID 602332; Potency, µM, without a hit: top-dose activation, most hits filed as activators; actives 0.02% (n = 420,000); also: potency is read from the fitted curve at half-maximal effect; series mostly up to about 76 µM; % of control where 0% means no effect; nearly all actives have a fitted effect of over 35% in size
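Stably transfected U87-MG human glioma cells carrying a GRP78-based luminescent sensor were seeded at 1000 cells/well, pin-dosed with compounds and incubated 16 h. Luciferase reagent was then added, and end-point luminescence was read after 10 min at room temperature.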
Vif-A3G inh: blocks the Vif interaction with human APOBEC3G; Q9HC16; HeLa A3G-eYFP + Vif (tagged APOBEC3G with the HIV-1 protein that degrades it), YFP fluorescence, overnight; Potency, µM (doses to about 46.1 µM), inactives show at the top dose activity, negative = active, actives largely listed as inhibitors; actives 0.076% (n = 410,000); AID 602310;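 also: potency is read from the fitted curve at half-maximal effect; % is scaled to controls: 0 for no effect and ±100 for the full control effect; nearly all actives have a fitted effect of over 60% in size; hits raise eYFP signal because A3G escapes Vif-driven loss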
Target sequence (Q9HC16 whole entry, looked up): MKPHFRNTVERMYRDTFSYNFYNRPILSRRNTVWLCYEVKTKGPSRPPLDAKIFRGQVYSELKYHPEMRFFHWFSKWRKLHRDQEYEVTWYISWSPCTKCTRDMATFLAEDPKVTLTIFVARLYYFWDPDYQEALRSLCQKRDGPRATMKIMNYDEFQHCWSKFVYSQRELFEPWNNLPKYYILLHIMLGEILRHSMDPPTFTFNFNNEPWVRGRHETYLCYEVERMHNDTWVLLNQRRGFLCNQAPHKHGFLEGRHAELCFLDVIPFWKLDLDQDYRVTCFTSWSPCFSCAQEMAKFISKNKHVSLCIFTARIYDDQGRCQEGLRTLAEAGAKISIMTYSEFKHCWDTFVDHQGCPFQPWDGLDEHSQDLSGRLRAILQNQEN
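Read-out is eYFP fluorescence (Ex 488/Em 500-530) from Vif-expressing HeLa A3G-eYFP cells; more signal means A3G escaped Vif-mediated degradation. Cells plated overnight, compound pinned in, incubated overnight at 37 deg C.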
TrxR1 substrate: is turned over as a substrate by rat TrxR1 | O89049 | purified TrxR1 substrate turnover, NADPH consumption readout | Potency, µM (top dose mostly 114 µM), without a hit: at the highest dose activity change, negative = substrate turnover | actives 0.01% (n = 390,000); also: potency is read from the fitted curve at half-maximal effect; % is scaled to controls: 0 for no effect and ±100 for the full control effect; nearly all actives have a fitted effect of over 50% in size
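Rat TrxR1, dispensed at 90 nM, was prereduced with 400 uM NADPH (final) for 5 min at ~22 deg C, then incubated with compound 15 min before 400 uM selenite. A first-read NADPH fluorescence drop versus no-compound background flagged substrates.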
mIDH1 inhibitor: human IDH1 R132H inhibition | O75874 | actives 0.093% (n = 390,000) | IDH1-R132H enzyme, NADPH consumption, diaphorase/resazurin fluorescence | Potency, µM (doses to about 76.6 µM), for the others: top-dose activity change, negative = inhibition, usual class: inhibitors | AID 602179; also: potency is read from the fitted curve at half-maximal effect; % is scaled to controls: 0 for no effect and ±100 for the full control effect; nearly all actives have a fitted effect of over 65% in size
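IDH1-R132H (0.5 ug/mL) preincubated 30 min with compound, then NADPH (0.016 mM) and alpha-KG (2 mM) added; 80 min at RT, pH 7.5. Remaining NADPH coupled via diaphorase/resazurin to fluorescence (540/590 nm); concentration-response curves normalized to no-enzyme control.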
LDHA block: LDHA (human) enzyme inhibition | AID 1347041 | P00338 | purified LDHA, NADH/diaphorase-resazurin fluorescence; hits give low values | actives 0.15% (n = 480,000) | activity change, % (values are at about 110 or 230 µM); in the data active = activity change below about -30%; inconclusive = mostly about -25% to -30%;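 also: plate controls were DMSO wells for no effect and wells without enzyme for full effect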
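Human LDH5 (2 nM) was incubated with 0.06 mM NADH and 0.2 mM pyruvate for 5 min at room temperature in Tris pH 7.4. Remaining NADH was coupled through diaphorase/resazurin, and resorufin fluorescence was read at 0 and 20 min.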
Vif-APOBEC3F blk: inhibitors of Vif-A3F interaction; HeLa A3F-eYFP + Vif (tagged APOBEC3F with the HIV-1 protein that degrades it), YFP fluorescence increase; Potency, µM (doses to about 46.1 µM), inactives show at the highest dose activity, negative = active; actives 0.2% (n = 390,000); AID 602313; also: potency is read from the fitted curve at half-maximal effect; % of control where 0% means no effect; nearly all actives have a fitted effect of over 65% in size
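Fluorescence increase (Ex 488/Em 500-530) after overnight compound treatment at 37 deg C flags inhibition of Vif-driven A3F-eYFP loss in stable HeLa A3F-eYFP/Vif cells seeded overnight beforehand.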
USP1 inh: blocks the human USP1/UAF1 deubiquitinase complex; Potency, µM (series often up to 57.1 µM), for inactives: at the highest dose activity change, negative = inhibition, most hits filed as inhibitors; O94782; AID 743255; actives 0.23% (n = 390,000); recombinant USP1/UAF1, Ub-Rhodamine cleavage fluorescence; also: potency is read from the fitted curve at half-maximal effect; % is scaled to controls: 0 for no effect and ±100 for the full control effect; nearly all actives have a fitted effect of over 60% in size; inactives centre near -12
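USP1/UAF1 complex at 1 nM was preincubated with compound for 15 min at room temperature, then Ub-Rho substrate (150nM final) was added. Fluorescence (480/540 nm) was read kinetically, 6 reads every 60 seconds.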
PI4K2A inh: blocks human PI4K2A kinase activity; Q9BTU6; purified PI4K2A, ADP-Glo luminescence, 1 h; hits give low values; activity change, negative = inhibition, % at 76.9 µM; actives 0.13% (n = 420,000); AID 1346378; in the data active = activity change below about -50%; inconclusive = mostly about -30% to -49%;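 also: -100% = wells without enzyme as full effect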
Target sequence (Q9BTU6 whole entry, looked up): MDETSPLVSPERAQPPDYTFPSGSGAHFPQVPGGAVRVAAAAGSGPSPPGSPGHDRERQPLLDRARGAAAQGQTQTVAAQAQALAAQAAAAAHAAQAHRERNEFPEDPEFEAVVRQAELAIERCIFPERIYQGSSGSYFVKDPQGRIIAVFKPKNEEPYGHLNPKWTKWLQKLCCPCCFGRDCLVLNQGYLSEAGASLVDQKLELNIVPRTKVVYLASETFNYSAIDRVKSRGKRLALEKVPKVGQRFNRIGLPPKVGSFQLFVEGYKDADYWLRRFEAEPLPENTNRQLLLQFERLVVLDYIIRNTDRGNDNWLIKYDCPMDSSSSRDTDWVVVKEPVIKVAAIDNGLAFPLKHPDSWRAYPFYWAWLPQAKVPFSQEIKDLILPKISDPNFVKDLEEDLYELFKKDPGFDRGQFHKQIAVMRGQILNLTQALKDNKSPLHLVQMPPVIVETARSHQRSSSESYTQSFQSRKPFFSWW
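In this quantitative HTS, ADP production by PI4K2A was quantified luminescently after 1 h at ambient temperature; 100 microM adenosine served as plate-quality control.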
* = called active by the depositor; u = inconclusive; x = not tested or not shown; & = joins results of further samples; [ ] = dose if it differs, or a comment. Unless noted, calls follow the shape of the dose curve; as a rule, active = well fitted curve in the direction sought with a large enough effect; inconclusive = small, poorly fitted or top-dose-only effect, or another doubt; inactive = no such curve, though single readings can be large; an effect the other way counts as inactive or inconclusive. These rows are one share of the data, so the mix of outcomes need not match the whole.

SMILES	RXFP1 agonist	Glioma ERSR ind	Vif-A3G inh	TrxR1 substrate	mIDH1 inhibitor	LDHA block	Vif-APOBEC3F blk	USP1 inh	PI4K2A inh
O=C(CCc1nc(C2=CCN(Cc3cccc(Cl)c3)CC2)no1)Nc1ccccc1F	-0.7%	-1%	2%	-3%[57.1 µM]	2%	3	-1%	-17%	4
O=P(Nc1ccccc1Cl)(c1ccccc1)c1nc2c(s1)CCCC2 (configuration not stated)	0.3%	-5%	0%	-4%	-2%	0	-8%	-18%	5
COc1ccc(Br)cc1CNCCc1ccc2c(c1)OCO2	x	-4%	0%	-3%	4%	-24	14%	-11%	-3
Cc1cccc(OP(=O)(NCc2ccccc2)Oc2cccc(C)c2)c1	-0.4%	-6%	-4%	-4%	9%	2	2%	-19%	1
CC(C)Oc1ccc(NC(=O)c2cc3ccccc3o2)cc1	4.1%	-3%	5%	3%	44%[activator]	-2	-4%	-20%	-9
CC(C)c1ccc(N=Cc2c(O)n(C3CC3)c(=S)[nH]c2=O)cc1	2.8%	-2%	0%	-17%[57.1 µM]	2%	8	-3%	-13%	-1
CC(=O)N1CCCSC1=Nc1ccccc1	0.4%	-4%	-3%	5%[57.1 µM]	2%	-6	20%	-12%	7
COC(=O)c1sc2nc(SCc3cccc(F)c3)n(N)c(=O)c2c1C	4.1%	-9%	-4%	47%[activator]	2%	-4	-14%	-12%	4
O=c1c2ccccc2nc(/C=C/c2ccc(O)cc2)n1-c1ccc(O)cc1	5.8%	-7%	u	1%	u	-2	u	-21%	-3
O=c1cc(CN2CC=C(c3ccccc3)CC2)c2c(ccc3ccccc32)o1	-0.3%	-2%	-5%	8%	10%	-1	u	-11%	-2
C=CCn1cc(C=C2C(=O)N(C)C(=O)N(C)C2=O)c2ccccc21	0.2%	0%	-14%	9%	-9%	1	2%	-32%	-6
CC1(C)NC(=S)C(C)(C)N1N=O	x	4%	-1%	6%[57.1 µM]	8%	-8	7%	2%	-2
O=c1cccc2n1CC1CC2CN(c2nc(N3CCCCC3)nc(N3CCCCC3)n2)C1 (configuration not stated)	-0.2%	2%	2%	2%	2%	-2	-14%	-13%	-1
OCC1CO1 (configuration not stated)	-0.1%	-4%	1%	-4%	23%	-3	-2%	u	-7
CCCCOc1ccc(CN2CCN(CCO)CC2)cc1	1.6%	0%	1%	-5%	1%	-3	1%	4%	-5
O=C(c1cc2nc(-c3ccccc3)cc(-c3ccccc3)n2n1)N1CCC2(CC1)OCCO2	2.4%	-1%	-1%	55%	3%	-6	9%	-7%	6
Oc1c(Br)cc(Br)cc1Br	-0.1%	2%&1%	0%	8%	9%	-7	3%	-26%	-5&1
O=c1[nH]c(=O)n(Cc2ccc(F)cc2)c(O)c1C=NCCCO	2.3%	-2%	2%	5%	6%	-15	-1%	-7%	5
CC(C)n1cc(C(=O)N(CC(=O)NC2CCCC2)Cc2ccccc2)cn1	-0.2%	-1%	1%	6%[57.1 µM]	5%	-3	1%	-10%	6
O=C(c1cn(Cc2ccccc2F)c2ncccc12)C(F)(F)F	2.6%	-5%	-1%	4%[57.1 µM]	2%	-2	-2%	-15%	-2
C=CCN1CC[C@]23c4c5ccc(O)c4OC2C(O)C=CC3[C@H]1C5 (some centres not stated)	x	-3%	4%	-3%	-5%	-7	3%	-23%	1
CN(C)C(=O)Oc1ccc2oc(=O)cc(-c3cc4ccccc4o3)c2c1	-0.1%	-5%	-1%	7%	3%	-2	-9%	-7%	-3
CCCN1CCc2cc(O)cc3c2[C@H]1Cc1ccc(O)c(O)c1-3	x	-15%&-12%&-5%	-2%&-2%	28%[57.1 µM]	-1%	60&17	7%	-8%	-4&-15
COC(=O)C1=C(c2ccc(F)cc2OCc2ccccc2)C[C@@H]2CC[C@H]1N2C(=O)NCCOc1ccc(OC)cc1	1.7%	-5%	-10%	-7%[57.1 µM]	6%	4	5%	-31%	-1
Nc1ccccc1N=Cc1c(O)n(CCC2=CCCCC2)c(=O)[nH]c1=O	0.2%	1%	-19%	-8%	-4%	8	u	-3%	-18
c1ccc2nc(N3CCNCC3)ccc2c1	3.2%	-3%&-3%&-3%&-4%&-4%&-1%	3%&3%	26%&32%	9%&15%	-12&-11	-5%&-6%	-19%&-18%	0&0&2
C[C@@H]1CN([C@H](C)CO)C(=O)CCCn2nncc2CO[C@@H]1CN(C)C(=O)Oc1cccc2ccccc12	x	-5%	-5%	x	9%	1	2%	u	-2
CCOc1ccc2oc(C(=O)NN3C(C)CCCC3C)c(C)c2c1 (configuration not stated)	6.8%	-3%	-7%	5%[57.1 µM]	0%	-1	-6%	u	-3
S=P1(Oc2ccccc2)Nc2ccccc2N1	x	6%	0%	4%	11%	15	0%	-19%	-1
CCc1ccc(-c2nn(Cc3ccccc3)cc2C=O)cc1	0.9%	-3%	-6%	-10%[57.1 µM]	10%	-1	-13%	-7%	1
CN(C)C(=O)Oc1ccc2c(c1)O/C(=C\c1cccc([N+](=O)[O-])c1)C2=O	-1.5%	-7%	1%	-8%	10%	-2	-2%	-6%	1
Cc1cc(/C=C2\C(=O)NC(=S)N(C)C2=O)c(C)n1C1CCCCC1	9.3%	-5%	1%	-2%	-1%	3	-7%	-10%	-1
CN1C(=O)/C(=C\c2ccc(N3CCCCC3)o2)C(=O)NC1=S	-0.9%	-1%	u	17%[57.1 µM]	5%	2	u	-26%	1
CC(C)C(=O)Nc1ccc([N+](=O)[O-])c(C(F)(F)F)c1	2.2%	-3%&-3%&-3%&-5%&-3%&-5%	1%&2%	3%[57.1 µM]	3%	1&0	3%	u	1&-1&3
COC(=O)C(C)Oc1cc(C)cc2oc(=O)c3c(c12)CCCC3 (configuration not stated)	3.3%	0%	-2%	107%[activator]	1%	-3	-1%	-6%	-1
C=CCN1C(=O)NC(=O)/C(=C/c2cccn2C)C1=O	-1.7%	-8%	-2%	-12%	3%	-2	-17%	-16%	-23
Cc1ccccc1-n1c(O)c(/C=C/C=Nc2ccccc2)c(=O)[nH]c1=O	-2.9%	-5%	0%	u	0%	1	20µM*	32µM*	4
C[C@]12CC[C@@H](O)CC1=CCC1C2CC[C@@]2(C)C1CC[C@@H]2N (some centres not stated)	x	-3%	-1%	11%[57.1 µM]	13%	-4	2%	u	5
CN1C(=O)N(C)C(=O)C2(Cc3cc([N+](=O)[O-])ccc3N3CCN(C(=O)c4ccccc4)CC32)C1=O (configuration not stated)	7.2%	-4%	1%	4%[57.1 µM]	-5%	-7	3%	-20%	3
COc1ccc(N2C(=O)NC(=O)/C(=C/c3cccc(OC(=O)c4cccs4)c3)C2=O)cc1Cl	-1.6%	-3%	0%	-8%	1%	-4	0%	-16%	-4
O=C(O)C1C2c3ccccc3C(=O)C1(C(=O)O)c1ccccc12 (configuration not stated)	x	-1%	-2%	6%[11.4 µM]	8%	0	3%	-19%	-3
CCN(CCNc1ccc([N+](=O)[O-])c2cccnc12)S(=O)(=O)c1ccc(Cl)cc1	0.1%	0%	1%	-13%	6%	-1	4%	-19%	-9
C[C@@H](N)Cc1cnc[nH]1	x	-1%&1%&-2%&-4%	1%	14%[57.1 µM]	-2%	-8	6%	-9%	-6&2
CCOC(=O)N(c1ccccc1)P1(=S)OCCO1	-1.3%	-2%	0%	-11%	12%	-2	-7%	7%	-15
O=c1c2ccccc2nc(Cc2ccccc2)n1-c1ccc(O)cc1	0.0%	-1%	-7%	-8%	-4%	-5	-8%	-18%	5
CCC(=NCCCN(C)C)c1c(O)n(-c2ccc(OC)cc2)c(=O)[nH]c1=O	-0.4%	-3%	6%	10%	2%	-4	3%	-23%	1
Cc1cc(N2CCOCC2)ccc1/C=C1\C(=O)NC(=O)N(c2ccccc2)C1=O	0.3%	-2%	4%	-2%	0%	4	u	-13%	-4
Nc1nnc(CCN2CCCCC2)s1	0.5%	-5%	-2%	1%	1%	-9	x	-25%	2
O=c1[nH]c(=O)n(CCC2=CCCCC2)c(O)c1C=Nc1cccc(F)c1	1.4%	-2%	1%	12%	9%	4	-9%	-11%	2
CC1CCN(CC(=O)c2cccc(C(F)(F)F)c2)CC1	3.8%	0%	-11%	6%	-10%	-8	3%	-30%	-1
COC(=O)C1=C(c2cccc(C#N)c2)C[C@@H]2CC[C@H]1N2C(=O)NCCOc1ccccc1	1.3%	-2%	1%	6%	-2%	-7	6%	-23%	1
C[C@]12CCC3C(CC[C@H]4C[C@@H](O)CC[C@]34C)C1[C@H]1CN=N[C@H]1[C@@H]2O (some centres not stated)	x	-2%	0%	-1%	2%	0	-16%	-8%	-10
O=[N+]([O-])c1cccc(CCl)c1	0.1%	0%	3%	1%	13%	-5	-9%	u	-4
CN1CCN(S(=O)(=O)c2ccc(Cl)nc2)CC1	0.2%	-4%	0%	8%[57.1 µM]	0%	-10	-1%	-27%	-3
Nc1ncc(P(=S)(N2CCOCC2)N2CCOCC2)s1	-0.2%	-1%	-4%	4%[57.1 µM]	11%	-3	1%	-9%	3
COC(=O)C1=C(c2ccc(OC)c(OC)c2)C[C@@H]2CC[C@H]1N2C(=O)NC(C)C	-0.2%	-4%	2%	9%	-6%	-3	-1%	-25%	0
